TRPV1 ag: activates the human vanilloid receptor TRPV1; hit rate 0.19% among 320,000; TRPV1-expressing cells, Fluo-8 calcium influx, agonist mode; activation, % at 8.33 µM; Q8NER1; in the data active = activation above about 80%; inconclusive = between about 30% and that limit; also: 0% is about no effect
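TRPV1-expressing cells were cultured overnight at 35.5C and loaded with Fluo-8 calcium dye for 40 to 90 min at room temperature. After a 10 s baseline, compound was added and calcium influx was read kinetically for 3 min (ex 480/em 520 nm).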
NPC1 promoter act: activators of NPC1 promoter; Huh7 NPC1 promoter luciferase reporter, 24 h; Potency, µM (doses to about 9.22 µM), inactives show at the highest dose activation, hits mostly activators; hit rate 2.4% among 320,000;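 also: potency is read from the fitted curve at half-maximal effect; % of control where 0% means no effect; nearly all actives have a fitted effect of over 60% in size; reporter is driven by a mutant NPC1 promoter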
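Stable NPC1-promoter luciferase Huh7 line; cpd (DMSO) 24 h, 37 °C, 5% CO2; Amplite luciferase reagent 10 min RT; luminescence readout. qHTS format.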
BRCA1 expr up: activators of BRCA1 expression; MCF7-BRCA1-FFLuc reporter, luminescence, 48 h; response scale: scaled: vehicle 0%, 10 µM genistein 100%; Potency, µM (series often up to 46.1 µM), for inactives: at the top dose activation, most hits filed as activators; hit rate 1.1% among 380,000; also: potency is read from the fitted curve at half-maximal effect; nearly all actives have a fitted effect of over 80% in size; some results filed as inactive show a strong effect at the top dose
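MCF7-BRCA1-FFLuc, 2000 cells/well; 2 h attach, 37 °C/5% CO2; compound 48 h; luciferase substrate 15 min; luminescence end-point. Norm. to genistein 10 microM max activation and DMSO; concentration-response curves fitted.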
FLuc counter: counter-screen for miR-21 project: firefly luciferase inhibitors or activators; P08659; purified FLuc, Km substrates, luminescence inhibition; Potency, µM (series often up to 57.5 µM), for the others: at the highest dose activity change, negative = inhibition, hits mostly inhibitors; hit rate 6.9% among 360,000; AID 588342;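 also: potency is read from the fitted curve at half-maximal effect; plate controls were vehicle for no effect and reference inhibitor for full effect; nearly all actives have a fitted effect of over 55% in size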
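Biochemical qHTS of compounds, final roughly 60 µM downward over six points, against 10 nM purified firefly luciferase using Km concentrations of substrates (10 uM D-luciferin, 10 uM ATP) in Tris acetate pH 7.5 buffer; luminescence output.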
Gal4-VP16 FLuc: Gal4-VP16 reporter inhibition counter-screen | Drosophila S2 Gal4-VP16 UAS-luciferase, luminescence, 20 h | Potency, µM (top dose mostly 53.6 µM), inactives show at the top dose activity, negative = inhibition, hits mostly inhibitors | hit rate 3.5% among 310,000 | AID 2546;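 also: Gal4-VP16 expression switched on by copper sulfate through the metallothionein promoter; potency is read from the fitted curve at half-maximal effect; % is scaled to controls: 0 for no effect and ±100 for the full control effect; nearly all actives have a fitted effect of over 50% in size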
ELG1 DNA repair: blocks ELG1-dependent DNA repair in HEK293T cells; Potency, µM (titrated, usually from 46.1 µM), inactives show at the top dose activity change, negative = inhibition, usual class: inhibitors; HEK293T ELG1-luciferase reporter, luminescence, 16 h; DNA damage induced by 5-fluorouridine; hit rate 2.3% among 330,000; also: potency is read from the fitted curve at half-maximal effect; % is scaled to controls: 0 for no effect and ±100 for the full control effect; nearly all actives have a fitted effect of over 55% in size
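Quantitative HTS, concentration-response format. 2,000 cells/well co-treated with 5-fluorouridine and compound, 16 hr in 5% CO2 at 37 °C; ONE-Glo luminescence read after 30 min.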
RORgamma inh: ROR gamma (mouse) transcription inhibition; Drosophila S2 Gal4-RORgamma UAS-luciferase reporter, 20 h; Potency, µM (doses to about 53.6 µM), for inactives: at the highest dose activity change, negative = inhibition, hits mostly inhibitors; hit rate 5.4% among 310,000; also: potency is read from the fitted curve at half-maximal effect; % is scaled to controls: 0 for no effect and ±100 for the full control effect; nearly all actives have a fitted effect of over 60% in size
Target sequence (P51450 whole entry, looked up, the tested form may be a part): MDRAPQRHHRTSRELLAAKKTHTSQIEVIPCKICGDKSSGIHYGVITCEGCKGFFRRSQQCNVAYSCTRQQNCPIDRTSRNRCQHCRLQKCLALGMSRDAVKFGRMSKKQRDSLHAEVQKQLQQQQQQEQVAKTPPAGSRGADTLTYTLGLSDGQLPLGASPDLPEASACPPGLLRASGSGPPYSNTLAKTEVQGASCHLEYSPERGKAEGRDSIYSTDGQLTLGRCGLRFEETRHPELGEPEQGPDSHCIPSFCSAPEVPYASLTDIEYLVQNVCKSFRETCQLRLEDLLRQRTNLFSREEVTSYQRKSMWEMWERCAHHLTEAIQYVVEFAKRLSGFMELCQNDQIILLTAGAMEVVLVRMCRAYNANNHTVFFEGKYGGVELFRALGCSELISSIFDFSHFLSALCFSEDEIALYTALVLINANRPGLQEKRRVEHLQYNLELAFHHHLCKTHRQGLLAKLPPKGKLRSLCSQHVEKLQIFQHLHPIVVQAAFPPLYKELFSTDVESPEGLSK
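Stable Schneider cell line, Gal4 DNA-binding domain fused to ROR gamma, UAS-luciferase. Cmpd 1 hr RT → CuSO4 700 uM final → 20 hr RT → luciferase reagent 10 min → luminescence.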
ELG1 genotox: inducers of genotoxicity in HEK293T ELG1-luciferase cells | HEK293T ELG1-luciferase reporter, luminescence, 16 h | Potency, µM (titrated, usually from 46 µM), for inactives: top-dose activity change, positive = activation, most hits filed as activators | hit rate 1.3% among 330,000; also: potency is read from the fitted curve at half-maximal effect; % of control where 0% means no effect; nearly all actives have a fitted effect of over 60% in size
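After overnight (16 hr) compound treatment at 37 °C, ELG1-luciferase HEK293T cells were lysed with ONE-Glo; luminescence quantified 30 min later at room temperature.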
Rab9 promoter act: activates the Rab9 promoter. Huh7 Rab9 promoter-luciferase reporter, luminescence, 24 h. hit rate 2.8% among 320,000. AID 485297. Potency, µM (doses to about 9.22 µM), inactives show top-dose activation, negative = inhibition, most hits filed as activators; also: potency is read from the fitted curve at half-maximal effect; % of control where 0% means no effect; nearly all actives have a fitted effect of over 60% in size
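Promoter activation is measured as luciferase luminescence in Huh7 cells stably transfected with a Rab9 promoter–luciferase construct, following 24 h compound exposure at 37 °C and 10 min reagent incubation at ambient temperature.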
Tb PFK block: T. brucei PFK enzyme inhibition | O15648 | T. brucei PFK, ADP-Glo luminescence | Potency, µM (doses to about 57.5 µM), for inactives: at the top dose activity, negative = inhibition, most hits filed as inhibitors | hit rate 0.17% among 330,000 | AID 485367;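 also: potency is read from the fitted curve at half-maximal effect; 0% = uninhibited 1x PFK enzyme wells and -100% = no-enzyme wells; nearly all actives have a fitted effect of over 60% in size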
Target sequence (O15648 whole entry, looked up): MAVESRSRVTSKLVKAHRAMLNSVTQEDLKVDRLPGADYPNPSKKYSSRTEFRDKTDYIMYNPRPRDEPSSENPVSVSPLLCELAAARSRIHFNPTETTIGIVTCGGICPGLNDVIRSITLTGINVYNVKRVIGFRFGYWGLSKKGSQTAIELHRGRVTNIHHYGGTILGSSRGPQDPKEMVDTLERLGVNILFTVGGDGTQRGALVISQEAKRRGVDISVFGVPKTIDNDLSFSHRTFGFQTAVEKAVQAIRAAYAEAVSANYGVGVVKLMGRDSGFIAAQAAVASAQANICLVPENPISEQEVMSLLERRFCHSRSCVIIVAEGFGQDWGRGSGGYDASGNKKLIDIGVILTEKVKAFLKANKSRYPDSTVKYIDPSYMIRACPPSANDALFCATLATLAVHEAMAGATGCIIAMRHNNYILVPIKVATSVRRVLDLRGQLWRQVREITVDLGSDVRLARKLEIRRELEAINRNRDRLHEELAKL
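ADP-Glo luminescence quantified ADP after 45 min at room temperature, with 1.25 nM T. brucei PFK, 0.1 mM ATP and 0.5 mM fructose-6-phosphate in pH 8.0 TEA buffer. qHTS titrations up to 57 µM; curves classified by quality.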
p53 reactivator: re-activators of mutant p53; H1299 p53-A138V BP100-luciferase reporter, luminescence, 24 h; Potency, µM (highest dose often 92.2 µM), for the others: at the top dose activity change, positive = activation, most hits filed as activators; hit rate 0.063% among 320,000; AID 504706; also: potency is read from the fitted curve at half-maximal effect; % of control where 0% means no effect; nearly all actives have a fitted effect of over 45% in size
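p53-null H1299 cells stably carrying temperature-sensitive p53-A138V and a BP100-luciferase reporter were pinned with compounds (4-point, 1:5 series) and held 24 hrs at 37 deg C. Luminescence was read 10 min after detection reagent.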
* hit, by the source's call; ? = inconclusive; nt = not tested or not shown; [ ] = another dose, or the depositor's remark. Unless noted, calls follow the shape of the dose curve; as a rule, active = well fitted curve in the direction sought with a large enough effect; inconclusive = small, poorly fitted or top-dose-only effect, or another doubt; inactive = no such curve, though single readings can be large; an effect the other way counts as inactive or inconclusive. Rows are unselected. Share with any hit: about 15%.

Start of the data: the first two records (preview)
structure	TRPV1 ag	NPC1 promoter act	BRCA1 expr up	FLuc counter	Gal4-VP16 FLuc	ELG1 DNA repair	RORgamma inh	ELG1 genotox	Rab9 promoter act	Tb PFK block	p53 reactivator
CC(C)CCN1C(=O)c2ccc(C(=O)Nc3c[nH]c(=O)[nH]c3=O)cc2C1=O	18	-1%	-19%	-1%	-1%	3%	-11%	0%	0%	-3%	2%
O=S(=O)(c1ccccc1F)N1CCN(c2nc(-c3cccnc3)nc3ccccc23)CC1	3	-7%	-23%	5%	nt	18µM*	nt	-5%	-5%	1%	-1%

This part in full, from the first entry:
structure	TRPV1 ag	NPC1 promoter act	BRCA1 expr up	FLuc counter	Gal4-VP16 FLuc	ELG1 DNA repair	RORgamma inh	ELG1 genotox	Rab9 promoter act	Tb PFK block	p53 reactivator
CC(C)CCN1C(=O)c2ccc(C(=O)Nc3c[nH]c(=O)[nH]c3=O)cc2C1=O	18	-1%	-19%	-1%	-1%	3%	-11%	0%	0%	-3%	2%
O=S(=O)(c1ccccc1F)N1CCN(c2nc(-c3cccnc3)nc3ccccc23)CC1	3	-7%	-23%	5%	nt	18µM*	nt	-5%	-5%	1%	-1%
CCN(CCNCC(O)COCc1ccc(Cl)cc1)c1cccc(C)c1 (stereo not given)	0	10%	-10%	-2%	-3%	2%	-29%	-8%	-9%	-11%	-5%
CC(=O)N1CCN(c2nc3ccc([N+](=O)[O-])cc3s2)CC1	2	16%	80%	-18%	-1%	?	16%	14%	?	2%	18%
Cc1ccccc1N/C(=N/S(=O)(=O)c1ccccc1)c1ccc(F)cc1	2	-7%	5%	4%	-15%	-28%	3%	-1%	1%	-4%	0%
O=C(c1ccccc1)c1cncc(Br)c1	1	-4%	2%	-2%	-4%	-22%	-6%	-23%	-5%	-6%	0%
C/C(=N\NC(=O)c1c(Cl)cnn1C)c1cccnc1	-2	7%	62%	?	nt	?	nt	7%	10%	1%	nt
CCc1c(C)nc2ccc(Br)cc2c1Cl	0	-2%	83%	?	-3%	14%	?	-1%	-4%	4%	10%
Cc1ccc(C(=O)NC2CC2)cc1S(=O)(=O)N1CCOCC1	0	-5%	7%	-4%	nt	6%	nt	2%	0%	-1%	41%
O=C(NCc1ccco1)/C(=C\c1ccco1)NC(=O)c1cccs1	-4	-5%	-2%	-4%	-22%	7%	-11%	1%	1%	-8%	2%
O=C(CN1C(=O)NC2(CCCCCCC2)C1=O)N1CCOCC1	-1	3%	-1%	1%	2%	1%	-12%	-1%	0%	4%	-1%
Cc1nc(N)nc(N)c1/C=C/C(C)(C)c1ccc(Cl)cc1	-9	-11%	-46%	4%	?	0.23µM*	?	-17%	-26%	-2%	-6%
COc1ccccc1NC(=O)Nc1cccc(C)n1	-3	-4%	4%	?	-13%	-3%	17%	0%	0%	0%	nt
CC(=O)Nc1nc(SCc2cccc3ccccc23)n[nH]1	0	-3%	3%	2%	-8%	10%	-23%	?	-10%	-7%	?
CC1=NOC2(C1)N(C)c1ccccc1C2(C)C (stereo not given)	1	14%	13%	-2%	-9%	-10%	1%	-3%	1%	3%	7%
Cc1ccc2cc(CN(CCCO)S(=O)(=O)c3cccc4nsnc34)c(=O)[nH]c2c1	0	6%	-13%	-1%	?	9.2µM*	22%	0%	9%	-4%	0%
COc1ccc(OC)c(-n2c(-c3cnccn3)n[nH]c2=S)c1	-5	-2%	35%[1.84 µM]	?	-4%	?	-31%	0%	-2%	-6%	1%
CCOc1ccc(OCCC(=O)N2CCN(S(=O)(=O)c3cccc(F)c3)CC2)cc1	-6	-3%	-22%	6%	nt	?	nt	-2%	-2%	-9%	-1%
COc1ccc(OCC(=O)N(C)Cc2ccccc2)cc1	11	-6%	21%	-1%	-4%	28%	15%	6%	7%	-7%	0%
Cc1cc(C)nc(OC(C(=O)O)C(OCCc2ccccc2)(c2ccc(F)cc2)c2ccc(F)cc2)n1 (stereo not given)	-3	-4%	-36%	-4%	-6%	-9%	?	-11%	-1%	-5%	-40%[inhibitor]
CCOC(=O)[C@H]1[C@H]2COc3ccc(Br)cc3[C@@H]2N2C(=O)CN(Cc3ccco3)C(=O)[C@@]12C	11	5%	-21%	-1%	nt	-16%	nt	-1%	0%	1%	-13%
O=C(CCc1nnc2ccc(NCc3ccco3)nn12)Nc1ccc(F)cc1F	1	-2%	-13%	1%	-11%	9%	9%	4%	-1%	1%	-3%
O=C(NCc1ccco1)c1cc2n(n1)C(C(F)(F)F)CC(c1ccc(F)cc1)N2 (stereo not given)	2	-3%	3%	0%	-6%	10%	-15%	3%	-5%	-1%	3%
COc1ccc(-c2nc(CS(=O)(=O)CC(=O)Nc3cccc(C(C)=O)c3)c(C)o2)cc1	18	-5%	-23%	-17%	-5%	?	-17%	-6%	-1%	2%	-7%
Cc1ccc(C(=O)Nc2ccc(F)cc2)o1	?	23%	69%	?	3%	?	17%	13%	26%	-11%	21%
O=C(Nc1ccccc1)c1ccc(-c2ccc([N+](=O)[O-])cc2)o1	-7	?	38%	13µM*	25%	?	9%	14%	22%	-20%	5%
CN1CCN(CCC2Oc3cc([N+](=O)[O-])ccc3NC2=O)CC1 (stereo not given)	3	-2%	-6%	0%	-13%	7%	-10%	0%	0%	1%	-1%
CCc1nnc(NC(=O)c2ccc(-c3ccc(C(C)=O)cc3)o2)s1	2	3%	3%	-9%	nt	-1%	nt	-3%	-2%	0%	13%
CS(=O)(=O)c1ccc(Cl)c(NC(=O)CCNC(=O)c2ccco2)c1	-1	-6%	-2%	3%	1%	-3%	-3%	7%	2%	1%	-2%
Clc1ccc(-c2cn3c(n2)SCC3)cc1	5	1.8µM*	?	19µM*	-5%	?	-22%	15%	1.4µM*	-4%	23%
Cc1noc(C)c1C(=O)N1CCCC(C(=O)c2cccc(OC(C)C)c2)C1 (stereo not given)	1	-1%	-23%	3%	17%	-5%	1%	-3%	-5%	7%	4%
CCCCc1ccc(NC(=O)NCc2ccccn2)cc1	?	1%	67%	-18%	?	?	?	7%	12%	3%	11%
CS(=O)(=O)c1ccc(Cl)c(NC(=O)c2cccc(N3C(=O)CCC3=O)c2)c1	2	-1%	-12%	2%	nt	26%	nt	1%	-3%	0%	3%
CC(C)NC(=O)NC(=O)COC(=O)c1cc(S(=O)(=O)N2CCCCC2)ccc1N1CCOCC1	14	-3%	0%	2%	-22%	8%	14%	7%	-1%	9%	1%
CCCC(C)C(=O)Nc1nc(C)c(-c2csc(Nc3ccc(Cl)cc3)n2)s1 (stereo not given)	-1	-6%	-67%	-18%	11µM*	?	?	3%	-4%	0%	13%
Cc1ccc(CSc2nnc(SCC(=O)N/N=C/C=C/c3ccco3)s2)cc1	-2	-8%	-48%	?	11µM*	?	7.1µM*	8%	-5%	?	-6%

Arranged by heavy-atom count (ascending): some entries from above.
structure	TRPV1 ag	NPC1 promoter act	BRCA1 expr up	FLuc counter	Gal4-VP16 FLuc	ELG1 DNA repair	RORgamma inh	ELG1 genotox	Rab9 promoter act	Tb PFK block	p53 reactivator
Clc1ccc(-c2cn3c(n2)SCC3)cc1	5	1.8µM*	?	19µM*	-5%	?	-22%	15%	1.4µM*	-4%	23%
Cc1ccc(C(=O)Nc2ccc(F)cc2)o1	?	23%	69%	?	3%	?	17%	13%	26%	-11%	21%
CCCCc1ccc(NC(=O)NCc2ccccn2)cc1	?	1%	67%	-18%	?	?	?	7%	12%	3%	11%
CN1CCN(CCC2Oc3cc([N+](=O)[O-])ccc3NC2=O)CC1 (stereo not given)	3	-2%	-6%	0%	-13%	7%	-10%	0%	0%	1%	-1%
CCc1nnc(NC(=O)c2ccc(-c3ccc(C(C)=O)cc3)o2)s1	2	3%	3%	-9%	nt	-1%	nt	-3%	-2%	0%	13%
CS(=O)(=O)c1ccc(Cl)c(NC(=O)c2cccc(N3C(=O)CCC3=O)c2)c1	2	-1%	-12%	2%	nt	26%	nt	1%	-3%	0%	3%
Cc1ccc(CSc2nnc(SCC(=O)N/N=C/C=C/c3ccco3)s2)cc1	-2	-8%	-48%	?	11µM*	?	7.1µM*	8%	-5%	?	-6%
CC(C)NC(=O)NC(=O)COC(=O)c1cc(S(=O)(=O)N2CCCCC2)ccc1N1CCOCC1	14	-3%	0%	2%	-22%	8%	14%	7%	-1%	9%	1%
